# CFTR F508del cor: CFTR F508del correction in bronchial cells; 0.36% of 350,000 active; CFBE cells, YFP halide quenching; stimulated with forskolin plus potentiator P3; % fluorescence drop versus neutral controls; activity (quench increase), % at 7.58 µM;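 active means mean added fluorescence quench of at least 8% versus neutral control, with both replicates also reaching 8%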;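 further: cells transiently co-express mutant CFTR-F508del with the halide-sensitive YFP; corrector assay measuring rescue of mutant channel to the surface after 24 h compound exposure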
# RAD54 inh: blocks human RAD54 Holliday junction branch migration; Q92698; FAM/BHQ fluorescence; inhibition, % at 10.4 µM; 0.14% of 360,000 active; AID 602329;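 active means mean normalized replicate activity at least 40 and at least half of replicates scoring 40 or more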;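 further: 0% = median of neutral control wells and 100% = median of positive control wells; inhibitors cause a drop in the FAM fluorescence signal; in these data hits start at about 50%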
# Target sequence (Q92698 whole entry, looked up): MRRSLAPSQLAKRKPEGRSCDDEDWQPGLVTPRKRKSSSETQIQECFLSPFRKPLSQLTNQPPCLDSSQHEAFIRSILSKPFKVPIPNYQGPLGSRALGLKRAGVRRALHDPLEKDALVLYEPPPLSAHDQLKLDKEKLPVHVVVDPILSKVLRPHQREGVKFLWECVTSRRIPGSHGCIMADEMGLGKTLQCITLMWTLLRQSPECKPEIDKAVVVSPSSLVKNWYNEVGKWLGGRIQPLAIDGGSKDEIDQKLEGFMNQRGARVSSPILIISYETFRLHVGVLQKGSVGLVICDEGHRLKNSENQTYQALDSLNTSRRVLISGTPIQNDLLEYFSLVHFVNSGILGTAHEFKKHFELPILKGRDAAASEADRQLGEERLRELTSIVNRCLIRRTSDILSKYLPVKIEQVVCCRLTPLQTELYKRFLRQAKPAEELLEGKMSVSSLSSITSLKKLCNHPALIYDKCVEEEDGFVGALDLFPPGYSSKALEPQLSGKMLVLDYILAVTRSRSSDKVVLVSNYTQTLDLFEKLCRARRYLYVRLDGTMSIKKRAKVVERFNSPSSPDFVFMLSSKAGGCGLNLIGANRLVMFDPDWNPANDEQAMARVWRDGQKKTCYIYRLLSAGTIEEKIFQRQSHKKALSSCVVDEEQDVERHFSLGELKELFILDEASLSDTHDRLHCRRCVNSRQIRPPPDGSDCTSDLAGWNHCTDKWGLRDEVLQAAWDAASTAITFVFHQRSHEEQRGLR
# INS-1E GSIS act: primary screen for activators of insulin secretion dependent on glucose, INS-1E cells, GLuc reporter luminescence; 0.61% of 370,000 active; INS-1E GLuc reporter insulin secretion, 2-3 h; activation, % at 16.6 µM;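 active means lowest replicate activation of at least 40%, so every replicate reaches that level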;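 further: 0% = median of neutral control wells and 100% = median of IBMX positive control wells; some compounds called inactive have numbers as strong as hits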
# ERAP1 HTS inh: inhibitors of human ERAP1 aminopeptidase; Q9NZ08; recombinant ERAP1, Leu-AMC fluorescence, 60 min; inhibition, % at 10.7 µM; 0.15% of 340,000 active;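 active means mean replicate inhibition of at least 30%, or all replicates individually reaching that 30% level; inactive means mean below 30% and not every replicate reaching it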;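 further: 0% = neutral control wells and 100% = L-leucinethiol positive control wells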
# RAD52 anneal inh: RAD52 (human) annealing inhibition; P43351; recombinant RAD52 DNA annealing, FRET fluorescence; inhibition, % at 18.7 µM; 0.46% of 360,000 active; AID 651710;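 active means every replicate showing at least 50% inhibition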
# Xi reactivation: X-chromosome reactivation activator | AID 743238 | XiGFP mouse fibroblasts, % GFP-positive cells imaging, 3 d; cells co-treated with 5-aza-dC sensitizer; scaled so ellipticine positive control = 100% | 0.055% of 360,000 active | activation, % at 7.58 µM;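 active means mean normalized replicate activation at least 10% and every replicate at or above 10%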;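 further: 0% = median of on-plate neutral control wells and 100% = ellipticine 6 µM median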
#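 Material: XiGFP fibroblasts, SV40-immortalized. Buffer or medium: DMEM plus 5-aza-dC sensitizer. Compound: single concentration per compound, delivered by pin transfer. Times: 3 days compound exposure. Controls: ellipticine 6 µM.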
# esBAF inh: SWI/SNF esBAF complex inhibition | mouse ES cells, Bmi1-luciferase knock-in reporter, 24 h; 100% = twice the neutral-well signal | 2% of 350,000 active | reporter increase, % at 12.5 µM; in the data active means activation above about 40%;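 further: 0% = median of the plate's neutral control wells and 100% = double that signal; a rise in the Bmi1 reporter signal indicates esBAF inhibition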
# ARNT TACC3 PPI: disrupts binding between human ARNT and TACC3 | Q9Y6A5 | AlphaScreen His-ARNT PAS-B/GST-TACC3 binding, luminescence; TACC3 fragment carries E629A point mutation | inhibition, % at 9.99 µM | 0.66% of 390,000 active | AID 623870;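 active means mean inhibition of replicates at least 50% and at least half of replicates each reaching 50%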;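 further: 0% = complete ARNT plus TACC3 wells and 100% = ARNT alone without TACC3; many hits fall short of the cut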
# * hit, by the source's call; x = not tested or not shown.
compound	CFTR F508del cor	RAD54 inh	INS-1E GSIS act	ERAP1 HTS inh	RAD52 anneal inh	Xi reactivation	esBAF inh	ARNT TACC3 PPI
Cn1cnc(S(=O)(=O)N2CCCCN3[C@H](CO)[C@@H](c4ccc(-c5ccc(F)cc5)cc4)[C@@H]3C2)c1	-3.1	-9	-9	4	-28	0.5	x	-7
CN1CCN(C2=NCCO2)CC1	2.3	11	-2	-2	-3	0.0	5	-9
Cc1ccccc1S(=O)(=O)N1CCCCN2[C@H](CO)[C@@H](c3ccc(C#CCN(C)C)cc3)[C@@H]2C1	-1.2	-8	4	1	35	0.0	-5	13
CC(NC(=O)CCc1nnc(-c2ccc(-c3ccccc3)cc2)o1)c1nccs1 (configuration not stated)	2.3	x	-3	-4	-3	0.4	x	-3
COc1ccccc1-c1cnc2c(c1)C(=O)N([C@@H](C)CO)C[C@@H](C)[C@H](CN(C)C(C)=O)O2	-2.0	0	6	0	-21	0.9	-1	-5
Cc1ccc(NS(=O)(=O)c2ccc(-n3cccn3)cc2)cc1Cl	0.4	-1	2	-1	7	0.2	7	x
O=S(=O)(NCCCN1CCOCC1)c1ccc2ccccc2c1	-0.5	3	15	1	-13	0.0	3	-8
Cc1ccc(C2C(C#N)=C(N)Oc3cc(C)oc(=O)c32)o1 (configuration not stated)	0.1	x	-3	x	-24	-0.1	x	-6
O=C(NCC1CCN(C(=O)C(=O)c2cccs2)CC1)c1cccnc1	0.5	x	36	3	2	0.0	x	x
COc1ccccc1CCN1CCCC(CN(C)C(=O)CCC(N)=O)C1 (configuration not stated)	1.0	-5	18	-4	-9	0.1	-5	8
C=C(C)C(=O)OCC(C)C	-1.6	0	14	0	-5	x	0	x
C[C@@H]1CN([C@H](C)CO)C(=O)c2cc(C3=CCCCC3)cnc2O[C@H]1CN(C)Cc1ccccn1	-3.1	3	-3	-1	-4	-0.1	4	8
CC(=O)c1cc2c(cc1NC(=O)Cn1cnc3ccccc3c1=O)OCO2	-0.8	-1	3	0	-10	0.1	3	0
CCN(CC)C(=O)Cn1cnc2sc(C)c(S(=O)(=O)N3CCC(C)CC3)c2c1=O	2.5	-2	-3	-1	-12	0.0	-2	-5
C[C@@H]1CCCCO[C@H](CN(C)C(=O)c2ccccc2)[C@@H](C)CN([C@@H](C)CO)C(=O)c2cc(NC(=O)c3ccccc3)ccc2O1	-1.2	-2	-36	0	13	0.0	x	-14
CC(C)N(CCNCc1nnc(-c2ccccc2)o1)C(C)C	-0.1	x	-1	x	-8	0.3	x	2
c1ccc(-c2cc(-c3nc4ccccc4[nH]3)c3ccccc3n2)cc1	x	x	x	-1	-31	-0.1	x	-9
C[C@H](NC(=O)[C@@H]1CSC2c3ccccc3C(=O)N21)C(=O)NCCc1ccc(F)cc1 (some centres not stated)	-2.2	-6	-4	2	3	0.2	4	-10
CCOc1ccc(NC(=O)CN(C)C(=O)CC2CC3CCC2C3)cc1OCC (configuration not stated)	1.4	-3	-10	2	7	0.1	-1	0
O=C(C[C@@H]1CC[C@@H](NS(=O)(=O)c2ccc(F)cc2)[C@@H](CO)O1)NCCc1ccncc1	-1.7	5	19	0	2	0.4	1	-4
C[C@@H]1CN([C@H](C)CO)S(=O)(=O)c2ccc(C#C[C@@H](C)O)cc2O[C@@H]1CN(C)Cc1ccccc1	0.6	4	6	0	2	0.3	-2	-5
O=C(Nc1ccc2c(c1)OCCO2)C1CCCN(S(=O)(=O)c2cccc3nsnc23)C1 (configuration not stated)	1.1	2	-18	-1	-65	x	2	-1
O=C(N/N=C/c1cccs1)[C@H]1C[C@@H]1c1ccccc1	x	-3	-5	x	x	x	8	8
CN1CCN(C(=O)C[C@@H]2C[C@H]3c4cc(NC(=O)NC5CCCC5)ccc4O[C@H]3[C@H](CO)O2)CC1	2.1	12	12	2	-3	0.0	0	-7
CCOC(=O)C1CCCN(C(=O)c2ccccc2)CC1 (configuration not stated)	-1.2	3	10	0	-12	0.1	1	x

# 3 entries from above, sorted by length of the SMILES, smallest number first:
compound	CFTR F508del cor	RAD54 inh	INS-1E GSIS act	ERAP1 HTS inh	RAD52 anneal inh	Xi reactivation	esBAF inh	ARNT TACC3 PPI
CCOc1ccc(NC(=O)CN(C)C(=O)CC2CC3CCC2C3)cc1OCC (configuration not stated)	1.4	-3	-10	2	7	0.1	-1	0
O=C(C[C@@H]1CC[C@@H](NS(=O)(=O)c2ccc(F)cc2)[C@@H](CO)O1)NCCc1ccncc1	-1.7	5	19	0	2	0.4	1	-4
CN1CCN(C(=O)C[C@@H]2C[C@H]3c4cc(NC(=O)NC5CCCC5)ccc4O[C@H]3[C@H](CO)O2)CC1	2.1	12	12	2	-3	0.0	0	-7

# Structures shown so far with an aryl methoxy group, in the order listed:
compound	CFTR F508del cor	RAD54 inh	INS-1E GSIS act	ERAP1 HTS inh	RAD52 anneal inh	Xi reactivation	esBAF inh	ARNT TACC3 PPI
COc1ccccc1-c1cnc2c(c1)C(=O)N([C@@H](C)CO)C[C@@H](C)[C@H](CN(C)C(C)=O)O2	-2.0	0	6	0	-21	0.9	-1	-5
COc1ccccc1CCN1CCCC(CN(C)C(=O)CCC(N)=O)C1 (configuration not stated)	1.0	-5	18	-4	-9	0.1	-5	8

# Next records follow.
compound	CFTR F508del cor	RAD54 inh	INS-1E GSIS act	ERAP1 HTS inh	RAD52 anneal inh	Xi reactivation	esBAF inh	ARNT TACC3 PPI
CCCCN1C(=O)c2ccc(C(=O)Nc3ccc(C)c(S(=O)(=O)N(C)C)c3)cc2C1=O	x	1	-32	x	x	x	8	5
Cc1nn(C(CC(=O)O)C(=O)O)c(C)c1Br (configuration not stated)	-0.5	-10	13	-1	-5	x	-1	1
CCCN1[C@@H]2Cn3c(ccc(-c4ccccc4F)c3=O)[C@H]1[C@@H](C(=O)NCc1ccccn1)[C@@H]2CO	0.5	x	8	3	-6	0.0	x	x
CC1(CCCN2C(=O)c3ccccc3C2=O)OCCO1	-1.7	-5	x	-1	-7	0.1	x	x
Cc1cccc(NS(=O)(=O)c2ccc(C(=O)N3CCCC3)cc2)c1C	1.2	5	-1	3	-3	0.0	-1	-3
COCC(=O)N1[C@@H]2c3ccc(-c4ccccc4)c(=O)n3C[C@@H]2[C@@H](CO)[C@@H]1C(=O)Nc1ccccc1	2.9	2	5	2	-17	0.3	2	6
O=C(Nc1cccc(-c2ccc(N3CCOCC3)nn2)c1)c1ccc(F)cc1F	1.4	1	9	1	-8	0.1	x	-20
Cc1cc(NC(=O)CSc2nnc3ccc(-c4ccc(F)cc4)nn23)no1	0.6	x	17	0	-9	0.2	x	4
N#CCSc1nc2ccccc2c2nc3ccccc3n12	x	2	34	x	x	0.0	x	-7
Cc1ccc(NC(=O)Nc2nnc(-c3ccncc3)s2)cc1	2.7	x	-11	-2	-6	0.1	x	-1
CC(=O)c1ccc(OCC(C)Oc2ccc(C#N)cc2)cc1 (configuration not stated)	-0.3	-13	-1	0	-19	0.0	-6	1
CNC[C@@H]1Oc2ccc(NS(=O)(=O)c3c(C)noc3C)cc2CC(=O)N([C@H](C)CO)C[C@@H]1C	1.2	8	15	0	4	-0.2	-3	x
COc1cc(OC)c2c(-c3ccccc3)cc(=O)oc2c1C(CCN1CCCC(C)C1)c1ccc2c(c1)OCO2 (configuration not stated)	2.9	2	4	x	17	-0.3	-21	13
COc1ccc(CNC(=O)C[C@H]2CC[C@H](NC(=O)c3ccc4c(c3)OCO4)[C@@H](CO)O2)cc1	-1.2	1	-9	-3	-2	-0.2	-4	-1
Cc1cccc(C)c1NC(=O)N1CC(C)OC(C)C1 (configuration not stated)	1.1	-11	35	-4	0	0.1	0	5
C=C(C)C(=O)Nc1nnc(-c2ccccc2C)s1	x	x	8	8	-20	0.0	x	3
C[C@H](CO)N1C[C@H](C)[C@H](CN(C)C(=O)Nc2ccc(C(F)(F)F)cc2)Oc2ccc(NC(=O)Nc3ccc4c(c3)OCO4)cc2C1=O	0.9	-2	-7	-2	0	0.0	36	3
O=C(c1cc(-c2ccc(Cl)cc2Cl)on1)N1CCOCC1	1.5	-3	17	4	-65	x	-49	2
COc1ccccc1NC(=O)Nc1ccncc1	0.2	x	2	-1	-8	0.0	x	13
O=C(CN1CCC(O)(c2cccc(C(F)(F)F)c2)CC1)NCCc1ccccc1	2.3	-5	-13	3	-6	0.0	4	-5
CSc1nc(N)n2nc(C)cc2n1	-1.5	x	1	-7	5	-0.1	x	x
Cc1ccc(C)c(CSCc2nc3ccccc3[nH]2)c1	-3.3	6	-40	-4	-32	0.0	7	2
CCN(Cc1ccccc1)S(=O)(=O)c1ccc(C(=O)N(CCCN(C)C)c2nc3c(C)c(C)ccc3s2)cc1	-6.9	2	-51	-2	-8	-0.1	-7	9
COc1ccc(NC(=O)Nc2ccc(F)cc2)cn1	-4.2	-7	x	-5	-21	0.2	-32	5
Cc1cccc(CC(C)NC(=O)c2cc(COc3ccc(F)cc3F)on2)n1 (configuration not stated)	0.7	5	21	-2	-19	0.1	42*	-8

# Remaining list, next part
compound	CFTR F508del cor	RAD54 inh	INS-1E GSIS act	ERAP1 HTS inh	RAD52 anneal inh	Xi reactivation	esBAF inh	ARNT TACC3 PPI
CO[C@@H]1CN(C)C(=O)c2cc(NC(=O)NC(C)C)ccc2OC[C@@H](C)N(Cc2ccccc2)C[C@H]1C	2.0	7	-2	-3	13	-0.3	4	0
Cc1ccc(C2(C)NC(=O)N(CC(=O)N(Cc3ccccc3)C(C)(C)C)C2=O)cc1 (configuration not stated)	0.5	-6	-43	-1	-42	0.0	-1	8
CN1CCn2cnc(C(=O)Nc3ccc(Cl)cc3)c2C1=O	-2.9	-5	1	7	1	-0.1	4	x
CCC(CC)C(=O)Nc1nnc(CCc2ccccc2)s1	1.2	-2	-26	-3	-6	0.4	5	x
O=C(Nc1cc([N+](=O)[O-])ccc1N1CCOCC1)c1ccco1	-0.7	-12	3	0	-12	0.0	-7	-5
CCCCn1c(SCC(=O)O)nc2ccccc21	x	-10	33	x	x	x	-4	24

# 2 entries from above, with values under each structure.
# Results follow in this order: CFTR F508del cor	RAD54 inh	INS-1E GSIS act	ERAP1 HTS inh	RAD52 anneal inh	Xi reactivation	esBAF inh	ARNT TACC3 PPI
- CO[C@@H]1CN(C)C(=O)c2cc(NC(=O)NC(C)C)ccc2OC[C@@H](C)N(Cc2ccccc2)C[C@H]1C
  2.0	7	-2	-3	13	-0.3	4	0
- CCCCn1c(SCC(=O)O)nc2ccccc21
  x	-10	33	x	x	x	-4	24

# Bioassay records as filed in PubChem BioAssay.
